Caspase-1 inhib – blocks human caspase-1 allosterically or competitively; P29466; Caspase-1 enzyme, Ac-WEHD-AFC fluorogenic rate; Potency, µM (doses to about 57.5 µM), inactives show top-dose activity change, negative = inhibition, usual class: inhibitors; 75,000 tested, 0.03% active; AID 900;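 further: potency means the concentration at half of the fitted maximal effect; plate controls were vehicle for no effect and no substrate for full effect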
HEK293 cAMP cs – counter-screen for TSHR agonists: cAMP increase in parental HEK293; 73,000 tested, 2.5% active; AID 938; Potency, µM (doses to about 57.1 µM), without a hit: at the highest dose activation, usual class: activators; parental HEK293 CNG cAMP sensor, membrane potential fluorescence; further: potency means the concentration at half of the fitted maximal effect; % of control where 0% means no effect; nearly all actives have a fitted effect of over 55% in size
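Parental HEK 293 cells stably expressing a cAMP-gated CNG channel were loaded with membrane potential dye containing 100 uM RO 20-1724 for 60 min. Compound added for 30 min; depolarization read as fluorescence intensity at 590 nm.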
UbGFP stabilizer – inhibits proteasome, raising ubiquitin-GFP reporter fluorescence. Potency, µM (top dose mostly 45.9 µM), inactives show top-dose activation (GFP accumulation), actives largely listed as activators. AID 526. Ubiquitin-GFP reporter cells, proteasome inhibition, GFP fluorescence; response scale: untreated = 0%, 10 µM MG-132 = 100%. 67,000 tested, under 10 active; active means well fitted activation curve with a large enough effect, not every such curve was filed as active; inconclusive means small, poorly fitted or top-dose-only effect, or another doubt; inactive means no such curve, though single readings can be large or run the other way; further: potency means the concentration at half of the fitted maximal effect
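Proteasome block read as GFP accumulation: ubiquitin(G76V)-GFP U2OS cells exposed to compound (2.9 nM–46 uM) for 4 hr at 37 C. Normalization used untreated cells as 0% and 10 uM MG-132 as 100%; concentration-response curves fitted.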
BRCT PPI green – inhibitors of human BRCA1 BRCT-phosphoprotein interaction (green fluorophore); 75,000 tested, 0.05% active; BRCA1 BRCT-phosphopeptide binding, green fluorescence polarization; AID 875; P38398; Potency, µM (series often up to 76.9 µM), inactives show at the highest dose activity change, negative = inhibition, most hits filed as inhibitors;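 further: potency means the concentration at half of the fitted maximal effect; plate controls were peptide without protein for full effect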
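Fluorescence polarization: His-tagged BRCT (~35 kDa BRCA1 C-terminus, 250 nM) bound to 100 nM fluorescein-labeled phosphorylated 10-aa BACH1 peptide, pH 7.3 phosphate buffer with DTT and Tween 20. Compounds incubated 12 min at room temperature; inhibition read as lowered polarization.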
GFP derepression – epigenetic GFP locus derepression in mouse cells; mouse C127i GFP locus derepression, cytometry, 30 h; Potency, µM (doses to about 46.1 µM), without a hit: top-dose GFP derepression (activation); 68,000 tested, 0.09% active; AID 597; further: % of control where 0% means no effect
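Read-out is the number of GFP-positive cells, scored as fluorescent objects 20 to 120 um wide, reflecting derepression of a silenced CMV-GFP reporter in murine C127i cells after 30 h compound exposure at 37 C.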
A350 fluor – compound fluoresces in the Alexa 350 spectral region | 59,000 tested, 11% active | max dye-equivalent concentration, M | Compound autofluorescence, 340/450 nm, Alexa 350 dye-equivalents; active compounds read high | AID 590; in the data active means max dye-equivalent concentration above about 10 nM; inconclusive means mostly about 1.1 nM to 9.6 nM
Fluorescein fluor – fluorescein region autofluorescence. Compound autofluorescence, 480/540 nm, fluorescein-equivalent; active compounds read high. max fluorescein-equivalent concentration, M. 59,000 tested, 0.91% active; in the data active means max fluorescein-equivalent concentration above about 10 nM; inconclusive means between about 1.1 nM and that limit
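Tris 100 mM pH 8.0; 15 min RT; CCD read, ex 480/em 540 nm. Output: fluorescein-equivalent concentration per compound concentration, from six-point dye series on each plate.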
Caspase-7 inhib – caspase-7 (human) inhibition, allosteric or competitive; P55210; recombinant caspase-7, Ac-DEVD-AFC fluorescence rate; 75,000 tested, 0.02% active; AID 889; Potency, µM (top dose mostly 57.5 µM), without a hit: at the top dose activity change, negative = inhibition, hits mostly inhibitors; active means well fitted inhibition curve with a large enough effect in the main read-out, with a control signal flat, not every such curve was filed as active; inconclusive means small, poorly fitted or top-dose-only effect, or a change in a side signal; further: potency means the concentration at half of the fitted maximal effect; % of control where 0% means no effect
BRCT inh red – disrupts BRCA1 BRCT binding to phosphoprotein, red fluorophore readout | P38398 | BRCT-phosphopeptide binding, red fluorescence polarization | Potency, µM (titrated, usually from 76.9 µM), inactives show at the highest dose activity change, negative = inhibition, usual class: inhibitors | 75,000 tested, 0.03% active; further: on the % scale 0 is the no-effect control and ±100 the full control effect
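Rhodamine-labelled pBACH1 10-mer (100 nM) bound to BRCT domain (100 nM) at pH 7.3; compounds incubated 12 min room temperature, polarization read. Free peptide defines full inhibition; unlabelled decapeptide titrated as control.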
USP2a inhib – blocks human ubiquitin-specific protease USP2a; O75604; USP2a enzymatic assay, qHTS inhibition; Potency, µM (titrated, usually from 38.3 µM), for inactives: top-dose activity change, negative = inhibition, hits mostly inhibitors; 60,000 tested, 0.1% active;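 further: potency means the concentration at half of the fitted maximal effect; nearly all actives have a fitted effect of over 60% in size; plate controls were DMSO for no effect and NEM full inhibition control for full effect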
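Coupled readout: USP2-cleaved Ub-PLA2 (20nM final) turns over NBD C6-HPC (20uM final), Ex 460nm/Em 535nm after 2.5 h, time-zero read flagging artifacts. Enzyme (20nM final, pH 8.0 Tris) given 30 min RT with compound first; NEM defines full inhibition.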
4-MU autofl – compound fluoresces in the 4-MU spectral region; compound autofluorescence, 340/450 nm, 4-MU equivalents; active compounds read high; max dye-equivalent concentration, M; 59,000 tested, 11% active; AID 589; in the data active means max dye-equivalent concentration above about 10 nM; inconclusive means mostly about 1.1 nM to 9.6 nM
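Compounds in 100 mM Tris, pH 8.0, sat 15 min at room temperature before fluorescence was read at 340 nm excitation/450 nm emission; a per-plate six-point 4-MU standard curve converted signals to dye-equivalent concentration at each compound concentration.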
* = called active by the depositor; i = inactive; ? = inconclusive; . = not tested or not shown; [ ] = another dose, or the depositor's remark. Unless noted, the call rests on the fitted dose curve; in most records, active means well fitted curve in the direction sought with a large enough effect; inconclusive means small, poorly fitted or top-dose-only effect, or another doubt; inactive means no such curve, though single readings can be large; an effect the other way counts as inactive or inconclusive.

#	structure	UbGFP stabilizer	A350 fluor	USP2a inhib	Caspase-7 inhib	GFP derepression	Fluorescein fluor	BRCT inh red	BRCT PPI green	HEK293 cAMP cs	Caspase-1 inhib	4-MU autofl
1	CN(CC(=O)NCC1CCCO1)S(=O)(=O)c1cc(Cl)ccc1Cl (stereo not drawn)	3%	i	-4%	0%	1%	i	0.5%	-2.2%	6%	2%	i
2	Nc1nonc1C(=O)NCCc1ccccc1	17%	.	.	-1%	-2%	.	0.4%	0.2%	-2%	0%	.
3	COc1ccc(CCNC(=O)COc2ccc(S(=O)(=O)N3CCOCC3)cc2)cc1	-1%	i	4%	-2%	1%	?	0.0%	-2.1%	6%	1%	i
4	CCC(C)C(NC(=O)OC(C)(C)C)C(=O)NC(CC(C)C)C(N)=O (stereo not drawn)	-1%	i	1%	-1%	-1%	i	0.6%	-2.2%	5%	0%	i
5	N#CC1=C(N)OC2=C(C(=O)CCC2)C1C1CC=CCC1 (stereo not drawn)	11%	.	-9%	-1%	0%	.	-0.1%	1.4%	9%	-2%	.
6	O=C(CCn1cccc1)NCc1ccccc1	.	.	.	-1%	.	.	-0.2%	0.6%	?	-2%	.
7	CCN(CC)CCCCn1c(-c2ccccc2)nc2c(NCCOC)nc(C)nc21	-5%	.	.	0%	.	.	0.3%	-0.6%	7%	0%	.
8	CCOC(=O)CSc1nnc(-c2ccncc2)o1	-2%	i	-2%	-5%	3%	i	-1.0%	-2.6%	-3%	1%	i
9	C=CCNc1nc(-c2sc(NC(C)=O)nc2C)cs1	5%	.	-1%	-9%	2%	.	0.9%	-1.1%	-4%	-5%	.
10	Cc1c2ccccc2c(CSC(=N)N)c2ccccc12	1%[9.17 µM]	1.3e-07M*	.	-3%[11.5 µM]	3%[9.22 µM]	i	-1.1%[15.4 µM]	-1.3%[15.4 µM]	10%[11.4 µM]	3%[11.5 µM]	1e-07M*
11	Cc1ccc(-c2noc(COc3ccccc3C)n2)cc1	11%	.	-5%	0%	8%	.	-1.9%	-0.4%	25µM*	1%	.
12	CCNc1nc(NCC)nc(-n2nc(C)cc2C)n1	9%	.	.	-2%	?	.	-0.2%	-1.0%	1%	3%	.
13	C=CCC1c2cccc(C(=O)O)c2C(=O)N1c1cccc(C)c1 (stereo not drawn)	0%	i	-1%	1%	6%	i	-2.2%	-0.1%	-1%	-2%	i
14	CCC1CCCCN1C(=O)Cn1c(=O)oc2ccccc21 (stereo not drawn)	-5%	i	4%	1%	-1%	?	-1.0%	2.4%	16%	-1%	i
15	COc1cc(NC2c3ccccc3C(=O)N2c2ccc(C)cn2)cc(OC)c1OC (stereo not drawn)	-10%	.	.	0%	.	.	1.1%	-0.5%	7%	-4%	.
16	Nc1ncnc2c1ncn2[C@@H]1O[C@@H](CO)[C@H](O)[C@@H]1O	-5%	i	-3%	1%	-2%	i	-0.6%	1.4%	25µM*	5%	i
17	COC(=O)[C@@H](NC(=O)NC(C)CCc1ccccc1)C(C)C (stereo partly drawn)	-9%	i	13%	1%	0%	i	-1.3%	-1.2%	25%	0%	i
18	Cc1cc(C)n2c(SCC(=O)NCc3ccco3)nnc2n1	-5%	i	-6%	0%	-1%	i	-1.2%	-3.2%	7%	2%	i
19	CCc1nnc(NC(=O)Cn2ccc(C(F)(F)F)n2)s1	5%	i	-6%	-3%	0%	i	0.3%	0.4%	8%	-1%	i
20	CC12C=C(/C=C/C=C/c3ccccc3)C(C)(C1)C(/C=C/c1ccccc1)CC2=O (stereo not drawn)	.	.	.	-6%[11.5 µM]	.	.	0.3%[15.4 µM]	0.4%[15.4 µM]	1%[11.4 µM]	-1%[11.5 µM]	.
21	O=C(CCc1nc(-c2ccc(Cl)cc2)no1)OCc1ccc(Br)cc1	-3%	i	-1%	-7%	0%	i	1.1%	-7.1%	4%	1%	i
22	COCC(=O)N1CCC2(CCN(Cc3ccc(C#N)cc3)CC2)CC1	0%	i	10%	-2%	5%[9.22 µM]	i	0.2%	-0.4%	1%	-4%	i
23	Oc1cc(O)c2c(c1)OC(c1ccc(O)c(O)c1)C(O)C2 (stereo not drawn)	.	.	13%	-9%	.	.	-0.3%	-0.9%[3.08 µM]	.	-1%	.
24	O=C(c1cc2nc(-c3ccc(F)cc3)cc(C(F)(F)F)n2n1)N1CCCC1	-8%[9.17 µM]	.	4%[7.66 µM]	-1%	0%	.	2.2%	-2.9%	0%[11.4 µM]	-1%	.
25	COC(=O)c1cc2sccc2n1CC(=O)Nc1ccc(OC)c(OC)c1OC	10%	i	17%	1%	0%	i	-0.3%	-1.1%	2%	0%	i

#	structure	UbGFP stabilizer	A350 fluor	USP2a inhib	Caspase-7 inhib	GFP derepression	Fluorescein fluor	BRCT inh red	BRCT PPI green	HEK293 cAMP cs	Caspase-1 inhib	4-MU autofl
26	N#CCn1nnc(-c2ccc3c(c2)OCO3)n1	12%	.	3%	-10%	5%	.	-0.6%	-1.5%	?	1%	.
27	O=c1[nH]n(CC2COC3(CCCCC3)O2)c(=O)c2ccccc12 (stereo not drawn)	3%	i	8%	0%	-1%	i	-1.3%	-0.3%	11%	-2%	i
28	Cc1ccc(N[C@H](c2ccccc2)c2ccc3cccnc3c2O)cc1	0%[9.17 µM]	i	.	-6%[11.5 µM]	3%[9.22 µM]	?	-0.1%[15.4 µM]	2.2%[15.4 µM]	2%[11.4 µM]	-3%[11.5 µM]	i
29	CC1CN(CC(O)COc2ccc(C(C)C)cc2)CC(C)O1 (stereo not drawn)	-4%	i	10%	0%	-2%	i	-1.3%	0.1%	6%	-1%	i
30	CC[C@H]1CC[C@H]2[C@@H]3CC=C4C[C@H](OC(C)=O)[C@@H](N)C[C@@]4(C)[C@H]3CC[C@@]12C	5%[9.17 µM]	?	.	-2%[11.5 µM]	5%[9.22 µM]	i	-1.2%[15.4 µM]	1.1%[15.4 µM]	-9%[11.4 µM]	0%[11.5 µM]	?
31	Cc1ccc(S(=O)(=O)C2(C(=O)N(C)C3CCCCC3)CC2)cc1	1%	i	5%	1%	4%	i	-0.4%	-1.4%	23%	-1%	i
32	Cc1cc(Br)c(S(=O)(=O)n2nnc3ccccc32)cc1C	-3%	i	6%	0%	0%	i	-1.3%	-1.4%	?	0%	i
33	N#Cc1c(NC(=O)c2cc(-n3cnnc3)ccc2Cl)sc2c1CCCC2	8%	i	-11%	1%	2%	?	-1.8%	-1.0%	-1%	-2%	i
34	CC(C)Nc1nc2n(c(=O)n1)CCN2C(C)C	4%	i	1%	-2%	-3%	i	-0.1%	0.0%	1%	-3%	i
35	O=C(Nc1cnn(Cc2ccc(F)cc2)c1)c1cnccn1	1%	?	7%	-2%	-1%	i	-0.7%	-1.9%	-7%	1%	?
36	c1ccc2nc(-c3nc4ccccc4o3)ccc2c1	6%	3.4e-08M*	5%	-1%	0%	?	-2.0%	7.0%	9%	-2%	3.5e-08M*
37	CC1(C)CCC2=C(O1)c1ccccc1C(=O)C2=O	6%	?	12%	-2%	-2%	?	-1.7%	-3.4%	-13%	-5%	i
38	Cn1c(C(=O)NCC2CCCO2)cc2oc3ccccc3c21 (stereo not drawn)	.	.	.	-1%	.	.	1.4%	-0.8%	25%	-2%	.
39	Clc1ccc(C(c2nnnn2C2CCCCC2)N(Cc2cccnc2)Cc2ccco2)cc1 (stereo not drawn)	-6%	1.4e-08M*	109%[activator]	-1%	4%	i	0.7%	2.3%	3.2µM*	0%	1.4e-08M*
40	Cc1csc2nc(CNS(=O)(=O)N(C)C)cn12	12%	.	.	0%	.	.	1.3%	1.4%	8%	-2%	.
41	Cc1ccc(S(=O)(=O)NCCCCC(NC(=O)OC(C)(C)C)C(=O)O)cc1 (stereo not drawn) (tested in a mixture with another compound)	4%	i	4%	-1%	4%	i	-1.6%	-1.0%	?	-1%	i
42	COCCNc1ncnc2ccc(-c3cccc(NS(C)(=O)=O)c3)cc12	5%	i	24%	-3%	-3%[9.22 µM]	?	1.2%	0.6%	1%	-3%	i
43	COc1cccc(Nc2ncc3ncc(=O)n(Cc4ccc(F)cc4)c3n2)c1	-8%	i	122%[activator]	?	-3%[9.22 µM]	i	-1.1%	1.7%	14%	.	i
44	CS(=O)(=O)CCC(C(=O)N1CCOCC1)N1C(=O)c2cc(Cl)c(Cl)cc2C1=O (stereo not drawn)	11%	i	1%	-10%	-3%	i	-1.7%	-1.9%	3%	-10%	i
45	Cn1cnnc1SCC(=O)n1c2ccccc2c2ccccc21	12%[9.17 µM]	.	14%[7.66 µM]	1%	2%	.	-1.9%	-0.2%	-1%[11.4 µM]	-1%	.
46	COc1ncnc2c1NC(=O)CS2	8%	i	9%	1%	6%	i	-0.2%	-1.7%	0%	-2%	i
47	CS(=O)(=O)N1CCC(C(=O)N2CCc3ccccc3C2)CC1	2%	?	-3%	-1%	-3%	i	-1.0%	-2.0%	3%	2%	?

Screening data (PubChem)

The list is partial; the hit share may differ from the screen's.
